# Assay outcomes as filed in PubChem.
# VP16 counter: counter-screen for ROR gamma inhibitors: Gal4-VP16 reporter | Drosophila S2 Gal4-VP16 UAS-luciferase, luminescence, 20 h | Potency, µM (highest dose often 53.6 µM), without a hit: at the highest dose activity, negative = inhibition, actives largely listed as inhibitors | 3.5% of 310,000 active | AID 2546;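 further: Gal4-VP16 expression switched on by copper sulfate through the metallothionein promoter; on the % scale 0 is the no-effect control and ±100 the full control effect; nearly all actives have a fitted effect of over 50% in size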
# RORgamma inh: ROR gamma (mouse) transcription inhibition. Potency, µM (top dose mostly 53.6 µM), inactives show top-dose activity change, negative = inhibition, actives largely listed as inhibitors. 5.4% of 310,000 active. Drosophila S2 Gal4-RORgamma UAS-luciferase reporter, 20 h. P51450; further: on the % scale 0 is the no-effect control and ±100 the full control effect; nearly all actives have a fitted effect of over 60% in size
#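 Drosophila Schneider cells stably carrying a metallothionein-driven Gal4 DBD–ROR gamma fusion and a UAS-Photinus luciferase reporter were exposed to compound for 1 hr, then induced with copper sulfate (700 uM final) for 20 hr at ambient temperature before luminescence reading.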
# NPC1 promoter act: NPC1 promoter activation; AID 485313; 2.4% of 320,000 active; Huh7 NPC1 promoter luciferase reporter, 24 h; Potency, µM (top dose mostly 9.22 µM), without a hit: at the top dose activation, usual class: activators;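 further: % of control where 0% means no effect; nearly all actives have a fitted effect of over 60% in size; reporter is driven by a mutant NPC1 promoter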
#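 Huh7 reporter cells (NPC1 promoter driving luciferase) are dosed with compound for 24 h at 37 °C, 5% CO2; luciferase detection reagent is then added and luminescence measured after 10 min at ambient temperature.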
# FLuc counter: counter-screen for miR-21 project: firefly luciferase inhibitors or activators. P08659. purified FLuc, Km substrates, luminescence inhibition. Potency, µM (doses to about 57.5 µM), for the others: at the highest dose activity change, negative = inhibition, most hits filed as inhibitors. 6.9% of 360,000 active. AID 588342;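 further: plate controls were vehicle for no effect and reference inhibitor for full effect; nearly all actives have a fitted effect of over 55% in size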
# Target sequence (P08659 whole entry, looked up): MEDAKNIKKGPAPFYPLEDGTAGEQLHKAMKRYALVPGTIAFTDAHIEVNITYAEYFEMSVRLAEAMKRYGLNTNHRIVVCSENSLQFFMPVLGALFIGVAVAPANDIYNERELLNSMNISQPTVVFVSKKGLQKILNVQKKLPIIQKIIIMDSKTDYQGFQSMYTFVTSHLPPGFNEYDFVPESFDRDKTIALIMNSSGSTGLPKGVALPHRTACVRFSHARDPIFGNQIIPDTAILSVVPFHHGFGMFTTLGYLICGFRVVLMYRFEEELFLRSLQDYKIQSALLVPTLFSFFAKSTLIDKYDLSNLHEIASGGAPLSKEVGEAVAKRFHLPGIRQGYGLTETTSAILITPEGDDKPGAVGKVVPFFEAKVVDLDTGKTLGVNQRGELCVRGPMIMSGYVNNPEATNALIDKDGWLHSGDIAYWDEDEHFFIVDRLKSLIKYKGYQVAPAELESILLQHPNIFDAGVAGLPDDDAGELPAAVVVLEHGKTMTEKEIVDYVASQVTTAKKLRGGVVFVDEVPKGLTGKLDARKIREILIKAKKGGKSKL
#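 Biochemical qHTS of compounds, final roughly 60 µM downward over six points, against 10 nM purified firefly luciferase using Km concentrations of substrates (10 uM D-luciferin, 10 uM ATP) in Tris acetate pH 7.5 buffer; luminescence output.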
# MBNL1 CUG block: inhibitors of human MBNL1 binding to CUG repeat RNA | Q9NR56 | TR-FRET MBNL1-His/biotin-(CUG)12 binding, 665/545 ratio | Potency, µM (highest dose often 57.5 µM), inactives show at the top dose activity change, negative = inhibition, actives largely listed as inhibitors | AID 2675 | 0.036% of 280,000 active; active means well fitted inhibition curve with a large enough effect in the signal ratio, with a control signal flat, not every such curve was filed as active; inconclusive means small, poorly fitted or top-dose-only effect, or effect the other way, or a change in a side signal; inactive means no such curve, though single readings can be large or run the other way; the % refers to the signal ratio; further: on the % scale 0 is the no-effect control and ±100 the full control effect
# Target sequence (Q9NR56 whole entry, looked up): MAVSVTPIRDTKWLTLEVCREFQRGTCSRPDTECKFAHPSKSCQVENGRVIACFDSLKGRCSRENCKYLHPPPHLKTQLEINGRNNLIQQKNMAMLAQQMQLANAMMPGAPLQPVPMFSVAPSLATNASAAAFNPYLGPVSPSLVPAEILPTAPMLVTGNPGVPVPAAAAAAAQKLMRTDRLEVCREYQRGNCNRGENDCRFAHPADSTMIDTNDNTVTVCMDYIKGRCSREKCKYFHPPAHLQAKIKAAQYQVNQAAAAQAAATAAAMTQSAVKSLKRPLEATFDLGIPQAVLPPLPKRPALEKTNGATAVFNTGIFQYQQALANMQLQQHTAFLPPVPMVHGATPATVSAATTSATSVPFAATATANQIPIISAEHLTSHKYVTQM
#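 Compound titration spanned 92 nM–58 uM against the MBNL1-His/biotin-(CUG)12 complex. After 60 min at room temperature with 5 nM streptavidin-XL665 and 0.055 ng/ul terbium anti-His, ratiometric 665/545 nm emission (Ex 340 nm) normalized to controls.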
# ELG1 genotox: induces genotoxicity in HEK293T cells with luciferase-tagged ELG1; 1.3% of 330,000 active; HEK293T ELG1-luciferase reporter, luminescence, 16 h; Potency, µM (doses to about 46 µM), without a hit: at the highest dose activity change, positive = activation, usual class: activators; AID 504466; further: % of control where 0% means no effect; nearly all actives have a fitted effect of over 60% in size
#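 DMSO vehicle served as control against compound-treated ELG1-luciferase HEK293T cells; exposure lasted 16 hr at 37 °C and 5% CO2, followed by ONE-Glo luminescence detection after 30 min.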
# BRCA1 expr up: BRCA1 expression activation; 1.1% of 380,000 active; Potency, µM (top dose mostly 46.1 µM), for the others: top-dose activation, most hits filed as activators; MCF7-BRCA1-FFLuc reporter, luminescence, 48 h; response scale: scaled: vehicle 0%, 10 µM genistein 100%; further: nearly all actives have a fitted effect of over 80% in size; some results filed as inactive show a strong effect at the top dose
#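 Using MCF7 cells harboring a BRCA1 firefly luciferase reporter, plated 2 h before compound pinning, the screen measured luminescence after 48 h incubation. Responses were normalized to DMSO and 10 microM genistein, then fitted for concentration-effect.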
# MLL CXXC-DNA inh: inhibitors of human MLL CXXC domain-DNA interaction; AID 2662; 0.037% of 290,000 active; MLL-CXXC / FITC-HOXA9 DNA fluorescence polarization; Potency, µM (top dose mostly 115 µM), without a hit: at the highest dose activity change, negative = inhibition, usual class: inhibitors; Q03164; active means well fitted inhibition curve with a large enough effect in the polarisation, with a control signal flat, not every such curve was filed as active; inconclusive means small, poorly fitted or top-dose-only effect, or effect the other way, or a change in a side signal; inactive means no such curve, though single readings can be large or run the other way; the % refers to the polarisation
#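 Fluorescence polarization: 7 uM MLL-CXXC (stock) preincubated 5 min with compounds, then 50 nM fluorescein-HOX-A9 DNA (stock) added; 30 min ambient. Buffer 50 mM Tris-HCl pH 7.5, 50 mM NaCl, 1 mM DTT, 0.05% BSA.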
# p53 reactivation: re-activators of mutant p53; 0.063% of 320,000 active; Potency, µM (doses to about 92.2 µM), for the others: at the top dose activity change, positive = activation, usual class: activators; H1299 p53-A138V BP100-luciferase reporter, luminescence, 24 h; AID 504706; further: % of control where 0% means no effect; nearly all actives have a fitted effect of over 45% in size
#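 H1299 (p53-null), stable ts p53-A138V + BP100-Luc; 1000 cells/well, Opti-MEM/10% FBS; cpd 4 pt, 1:5; 24 h, 37 deg C, 5% CO2; detection reagent 10 min RT; luminescence.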
# uPA surface inh: cell surface uPA generation inhibition; 0.31% of 330,000 active; AID 540303; Potency, µM (series often up to 38.3 µM), inactives show at the highest dose activity change, negative = inhibition, usual class: inhibitors; cell surface uPA generation assay, qHTS; active means well fitted inhibition curve with a large enough effect; inconclusive means small, poorly fitted or top-dose-only effect; inactive means no such curve, though single readings can be large or run the other way; tested in mouse RAW 264.7 cells; further: on the % scale 0 is the no-effect control and ±100 the full control effect; nearly all actives have a fitted effect of over 55% in size
# Rab9 promoter act: activates the Rab9 promoter; Huh7 Rab9 promoter-luciferase reporter, luminescence, 24 h; AID 485297; 2.8% of 320,000 active; Potency, µM (series often up to 9.22 µM), inactives show at the highest dose activation, negative = inhibition, most hits filed as activators; further: % of control where 0% means no effect; nearly all actives have a fitted effect of over 60% in size
#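 Huh7 cells stably carrying a Rab9 promoter-luciferase reporter, 1500 cells per well in OP-MEM I with 10% FBS, treated with compound 24 hours at 37C. Luciferase activity read by luminescence after 10 minutes with Amplite reagent.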
# * = called active by the depositor; ? = inconclusive; / = not tested or not shown; & = joins results of further samples; [ ] = remark or other dose. Unless noted, the call rests on the fitted dose curve; in most records, active means well fitted curve in the direction sought with a large enough effect; inconclusive means small, poorly fitted or top-dose-only effect, or another doubt; inactive means no such curve, though single readings can be large; an effect the other way counts as inactive or inconclusive. Potency means the concentration at half of the fitted maximal effect. These rows are one share of the data, so the mix of outcomes need not match the whole.
# Screens by letter – A = VP16 counter; B = RORgamma inh; C = NPC1 promoter act; D = FLuc counter; E = MBNL1 CUG block; F = ELG1 genotox; G = BRCA1 expr up; H = MLL CXXC-DNA inh; I = p53 reactivation; J = uPA surface inh; K = Rab9 promoter act
1: O=c1c2ccccc2nc(COc2ccccc2)n1/N=C/c1cc([N+](=O)[O-])ccc1O
  A = 4µM* | B = 5µM* | C = 12% | D = 19µM* | E = -1% | F = 0% | G = -88% | H = 24% | I = ? | J = -21% | K = 11%
2: O=C(c1cccs1)n1nc(-c2ccccc2)nc1NCc1ccc(F)cc1
  A = -6% | B = -2% | C = 2% | D = 4% | E = -10% | F = 5% | G = 20% | H = 52%[activator] | I = 4% | J = / | K = 1%
3: O=C1N2CCSC2=NC1(Nc1ccccn1)C(F)(F)F (stereo not drawn)
  A = -3% | B = -8% | C = -1% | D = 0% | E = -1% | F = 4% | G = 4% | H = 4% | I = 7% | J = 0% | K = -2%
4: CC1CCN(c2ccc(C(=O)O)cc2NS(=O)(=O)c2ccc(Br)cc2)CC1
  A = -4% | B = -27% | C = -2% | D = 3% | E = -11% | F = 1% | G = -6% | H = 0% | I = -1% | J = -3% | K = -15%
5: Nc1nc(COc2ccccc2C=O)nc(Nc2ccccc2)n1
  A = -9% | B = 2% | C = -1% | D = -1% | E = -10% | F = 5% | G = 73% | H = -3% | I = 14% | J = 6% | K = -2%
6: Cc1ccc(S(=O)(=O)CC(=O)c2ccc(C(C)(C)C)cc2)cc1
  A = 10% | B = 30% | C = 7% | D = ? | E = -1% | F = -1% | G = 4% | H = -1% | I = 12% | J = 8% | K = 11%
7: CCN(CC)C(=O)c1ccc2c3c(cccc13)C(=O)N(CCc1ccc(OC)c(OC)c1)C2=O
  A = -6% | B = 33% | C = 7% | D = 1% | E = ? | F = -13% | G = -65% | H = 2% | I = -6% | J = -3% | K = -1%
8: CCn1c(SCC(=O)NC(C)(C)C)nnc1-c1ccoc1C
  A = 8% | B = 13% | C = -5% | D = -1% | E = 12% | F = -1% | G = -2% | H = -6% | I = 0% | J = 3% | K = -1%
9: CC(=O)C1=C(O)C(=O)N(CCc2ccccc2)C1c1ccccc1[N+](=O)[O-] (stereo not drawn)
  A = 4% | B = 5% | C = -1% | D = -2% | E = 8% | F = 0% | G = -23% | H = 15% | I = -7% | J = -9% | K = 2%
10: COC(=O)c1cccc(CN2C(=O)SC(Nc3ccc(C)cc3)C2=O)c1 (stereo not drawn)
  A = -3% | B = 19% | C = -3% | D = -3%&1% | E = / | F = 0% | G = -12% | H = 0% | I = -1% | J = 8% | K = 7%

# A draw from above in order of formula weight, descending.
# Screens by letter – A = VP16 counter; B = RORgamma inh; C = NPC1 promoter act; D = FLuc counter; E = MBNL1 CUG block; F = ELG1 genotox; G = BRCA1 expr up; H = MLL CXXC-DNA inh; I = p53 reactivation; J = uPA surface inh; K = Rab9 promoter act
4: CC1CCN(c2ccc(C(=O)O)cc2NS(=O)(=O)c2ccc(Br)cc2)CC1
  A = -4% | B = -27% | C = -2% | D = 3% | E = -11% | F = 1% | G = -6% | H = 0% | I = -1% | J = -3% | K = -15%
1: O=c1c2ccccc2nc(COc2ccccc2)n1/N=C/c1cc([N+](=O)[O-])ccc1O
  A = 4µM* | B = 5µM* | C = 12% | D = 19µM* | E = -1% | F = 0% | G = -88% | H = 24% | I = ? | J = -21% | K = 11%
10: COC(=O)c1cccc(CN2C(=O)SC(Nc3ccc(C)cc3)C2=O)c1 (stereo not drawn)
  A = -3% | B = 19% | C = -3% | D = -3%&1% | E = / | F = 0% | G = -12% | H = 0% | I = -1% | J = 8% | K = 7%
9: CC(=O)C1=C(O)C(=O)N(CCc2ccccc2)C1c1ccccc1[N+](=O)[O-] (stereo not drawn)
  A = 4% | B = 5% | C = -1% | D = -2% | E = 8% | F = 0% | G = -23% | H = 15% | I = -7% | J = -9% | K = 2%

# Next section:
# Screens by letter – A = VP16 counter; B = RORgamma inh; C = NPC1 promoter act; D = FLuc counter; E = MBNL1 CUG block; F = ELG1 genotox; G = BRCA1 expr up; H = MLL CXXC-DNA inh; I = p53 reactivation; J = uPA surface inh; K = Rab9 promoter act
11: COCN(C#N)c1nc(N(C)C)nc(N(C)C)n1
  A = -7% | B = -3% | C = -3% | D = -1% | E = 8% | F = 2% | G = -9% | H = 0% | I = -1% | J = -4% | K = -3%
12: O=C(COc1ccccc1C(=O)O)Nc1nc2ccc([N+](=O)[O-])cc2s1
  A = ? | B = -5% | C = 1% | D = ? | E = 5% | F = 0% | G = 11% | H = -6% | I = 13% | J = 0% | K = 4%
13: O=C(COC(=O)/C=C/c1cccc(Br)c1)NC1CC1
  A = / | B = / | C = -1% | D = 2% | E = / | F = 1% | G = -23% | H = / | I = -1% | J = 18% | K = -5%
14: CC(=O)NC12CC3CC(C1)CC(C(=O)Nc1c(C)n(C)n(-c4ccccc4)c1=O)(C3)C2
  A = ? | B = 15% | C = -2% | D = -2% | E = -11% | F = -7% | G = -23% | H = 6% | I = -8% | J = -2% | K = 0%
15: O=c1cc(-c2ccc(Br)cc2)[nH][nH]1
  A = 0% | B = 17% | C = 0% | D = ? | E = 1% | F = -9% | G = -22% | H = -5% | I = -13% | J = -2% | K = 0%
16: CCOc1ccc(-c2nnc(SCC(=O)NC(C)(C)C)nc2-c2ccc(OCC)c(OC)c2)cc1OC
  A = 11% | B = 12% | C = 1% | D = 0% | E = ? | F = 5% | G = 0% | H = 20% | I = -6% | J = -10% | K = -7%
17: CCOC(=O)CC(N)c1ccc(OC)cc1 (stereo not drawn)
  A = 6% | B = -3% | C = 8% | D = -1% | E = -1% | F = 0% | G = 17% | H = 2% | I = -3% | J = 0% | K = 2%
18: COc1cccc(C(=O)N2CCN(C(=O)c3cccc(F)c3)CC2)c1
  A = -6% | B = -24% | C = -3% | D = 3% | E = -2% | F = 3% | G = -13% | H = 2% | I = 2% | J = -3% | K = 0%
19: O=c1c2c3c(sc2n(CCN2CCCC2)c(=O)n1Cc1ccccc1)CCCCC3
  A = 2% | B = -4% | C = -4% | D = 3% | E = -1% | F = -1% | G = 25% | H = 2% | I = -3% | J = -12% | K = 0%
20: S=C1NC(c2cccs2)=CC(c2ccc(Br)cc2)N1 (stereo not drawn)
  A = 4µM* | B = 3.5µM* | C = -1% | D = -11% | E = 6% | F = 2% | G = -67% | H = 4% | I = -5% | J = -1% | K = -9%
21: CC1CN(C2CCN(S(=O)(=O)c3ccc4ccccc4c3)CC2)CC(C)O1 (stereo not drawn)
  A = 2% | B = -5% | C = 3% | D = -8% | E = 1% | F = -1% | G = -9% | H = -1% | I = -1% | J = 2% | K = 13%
